Compound activity as filed in PubChem BioAssay.
Epigenetic reg – epigenetic control regulation, reporter derepression. Potency, µM (doses to about 53.9 µM), inactives show at the highest dose GFP activation, most hits filed as activators. 0.2% of 280,000 active. murine LDR cells, GFP reporter derepression, 30 h; further: potency means the concentration at half of the fitted maximal effect; % of control where 0% means no effect; nearly all actives have a fitted effect of over 60% in size
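Derepression of a silenced CMV-GFP reporter in murine LDR cells is scored by enumerating GFP-positive cells with a laser-scanning microplate cytometer after 30 hours of treatment at 37 C.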
CBFb RUNX1 block – blocks binding between human CBF-beta and RUNX1; Potency, µM (top dose mostly 59.8 µM), for inactives: at the top dose activity, negative = inhibition, actives largely listed as inhibitors; AID 1477; 230,000 tested, under 10 active; AlphaScreen CBFb-His/RUNX1-biotin binding, biochemical; further: % of control where 0% means no effect
Target sequence (Q01196 whole entry, looked up): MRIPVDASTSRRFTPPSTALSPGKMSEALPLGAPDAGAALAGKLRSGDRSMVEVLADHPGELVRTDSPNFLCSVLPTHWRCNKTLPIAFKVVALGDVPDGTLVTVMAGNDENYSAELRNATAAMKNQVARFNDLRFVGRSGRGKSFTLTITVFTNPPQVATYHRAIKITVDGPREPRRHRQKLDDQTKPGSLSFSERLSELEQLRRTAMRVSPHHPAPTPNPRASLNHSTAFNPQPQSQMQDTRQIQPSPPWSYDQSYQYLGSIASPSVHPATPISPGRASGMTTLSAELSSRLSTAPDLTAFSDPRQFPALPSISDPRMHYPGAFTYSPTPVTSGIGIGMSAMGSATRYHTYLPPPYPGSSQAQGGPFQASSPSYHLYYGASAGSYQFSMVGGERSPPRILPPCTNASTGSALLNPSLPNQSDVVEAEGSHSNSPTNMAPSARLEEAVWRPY
Target sequence (Q13951 whole entry, looked up): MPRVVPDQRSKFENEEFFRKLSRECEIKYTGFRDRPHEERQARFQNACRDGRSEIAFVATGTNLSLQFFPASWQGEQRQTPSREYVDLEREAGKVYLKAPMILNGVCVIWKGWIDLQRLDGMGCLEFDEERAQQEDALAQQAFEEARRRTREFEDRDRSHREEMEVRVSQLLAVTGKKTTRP
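Bead-based AlphaScreen assay; binding partners His-tagged CBF-beta and biotinylated RUNX1 at 30 nM each. Compound exposure 15 min after a 20-min protein preincubation; bead step 90 min; all steps at room temperature.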
HTT aggregate – reduces HttQ103-GFP aggregates in PC12 cells; 1.1% of 220,000 active; Potency, µM (top dose mostly 46.1 µM), without a hit: at the highest dose activity change, negative = inhibition, hits mostly inhibitors; AID 1688; PC12 HttQ103-GFP aggregates, Acumen cytometry, 40 h; further: potency means the concentration at half of the fitted maximal effect; on the % scale 0 is the no-effect control and ±100 the full control effect; nearly all actives have a fitted effect of over 60% in size
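Inducible Q103 Huntingtin exon 1–GFP PC12 line, 1500 cells/well in phenol red free DMEM with 5% equine and 5% calf serum. Tebufenozide 100 nM induced expression; compounds titrated; aggregates quantified by cytometry.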
L3MBTL1 block – blocks human L3MBTL1 | Q9Y468 | AlphaScreen L3MBTL1–H3K9me1 peptide binding | Potency, µM (series often up to 57.1 µM), inactives show top-dose activity, negative = inhibition, usual class: inhibitors | 0.66% of 230,000 active; further: potency means the concentration at half of the fitted maximal effect; on the % scale 0 is the no-effect control and ±100 the full control effect; nearly all actives have a fitted effect of over 60% in size
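L3MBTL1 (50 nM) pre-complexed 30 min with biotinylated H3(1-15)K9me1 peptide (75 nM), then compounds added for 30 min at room temperature; AlphaScreen streptavidin donor/nickel chelate acceptor beads (10 ug/mL final) read after 30 min dark incubation.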
IMPase Li inh – IMPase inhibition in cells with lithium potentiation | CHO-M1 cells, IP1 TR-FRET (IP-One), carbachol + lithium | Potency, µM (top dose mostly 59.4 µM), for the others: at the top dose activity, negative = IMPase inhibition, hits mostly inhibitors | 0.35% of 210,000 active;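 further: IP1 builds up when IMPase is blocked and the TR-FRET signal falls; potency means the concentration at half of the fitted maximal effect; plate controls were basal vehicle for no effect and high inhibitor control for full effect; nearly all actives have a fitted effect of over 50% in size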
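Readout is a homogeneous TR-FRET IP1 immunoassay (Ex 320, Em 665 and 620), where raised cytosolic IP1 lowers signal. Cells were CHO-M1 treated 30 min at 37C with test compounds plus a little lithium; AC50 values came from Hill-equation fitting.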
Luc counter – Kinase-Glo luciferase inhibition (counter-screen); 0.28% of 200,000 active; Kinase-Glo luciferase, ATP luminescence, 8 min; Potency, µM (highest dose often 38.3 µM), for inactives: at the highest dose activity change, negative = inhibition, most hits filed as inhibitors; Q27757; AID 1379; further: potency means the concentration at half of the fitted maximal effect; on the % scale 0 is the no-effect control and ±100 the full control effect; nearly all actives have a fitted effect of over 60% in size
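Compounds were added to a substrate mix at pH 7.2 (50 mM imidazole, 10 uM ATP, within the enzyme's linear range), followed by Kinase-Glo detection reagent; luminescence was measured after 8 minutes at ambient temperature.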
NPSR antag – neuropeptide S receptor (human) antagonism, cAMP | CHO-NPSR cells, cAMP TR-FRET, antagonist mode | Potency, µM (top dose mostly 38.3 µM), without a hit: at the highest dose activity change, negative = inhibition, most hits filed as inhibitors | 1% of 220,000 active | AID 1461; further: potency means the concentration at half of the fitted maximal effect; on the % scale 0 is the no-effect control and ±100 the full control effect; nearly all actives have a fitted effect of over 50% in size; many of its hits are not listed in these tables
Target sequence (Q6W5P4 whole entry, looked up): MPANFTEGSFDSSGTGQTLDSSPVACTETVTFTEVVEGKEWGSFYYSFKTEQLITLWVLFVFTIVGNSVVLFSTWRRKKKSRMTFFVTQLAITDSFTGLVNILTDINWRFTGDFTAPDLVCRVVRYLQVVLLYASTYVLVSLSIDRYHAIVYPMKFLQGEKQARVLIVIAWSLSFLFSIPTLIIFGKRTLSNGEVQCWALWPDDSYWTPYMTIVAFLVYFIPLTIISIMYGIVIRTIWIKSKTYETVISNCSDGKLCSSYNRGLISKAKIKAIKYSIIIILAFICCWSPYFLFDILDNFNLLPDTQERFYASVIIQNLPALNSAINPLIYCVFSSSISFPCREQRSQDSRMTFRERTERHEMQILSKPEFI
Numbers without * were called inactive; ? = inconclusive; · = no result given; [ ] = another dose, or the depositor's remark. The call rests on the fitted dose curve; in most records, active means well fitted curve in the direction sought with a large enough effect; inconclusive means small, poorly fitted or top-dose-only effect, or another doubt; inactive means no such curve, though single readings can be large; an effect the other way counts as inactive or inconclusive.

Below each compound – Epigenetic reg, CBFb RUNX1 block, HTT aggregate, L3MBTL1 block, IMPase Li inh, Luc counter, NPSR antag
Cc1ccc(NC(=O)C2C3C=CC4(CN(Cc5cccnc5)C(=O)C24)O3)cc1 (configuration not stated)
    0.0%, 4%, 1%, 8%, -4%, 4%, 7%
CCCNC(=O)c1cc(SC)ccc1Cl
    9.2%, 3%, -3%, ·, 21%[38.3 µM], 0%, -5%[46.1 µM]
Cn1c(=O)c2c(nc(SCC(=O)c3ccccc3F)n2C)n(C)c1=O
    2.3%, -1%, -10%[9.22 µM], -6%, -2%, -1%, 18%
CCOC(=O)/C(C#N)=C/Nc1ccsc1C(=O)OC
    1.1%, 5%, 4%[9.22 µM], 2%, ·, ·, ?
Cc1ccc(NC(=O)c2cc(-c3ccccc3)nn2-c2ccccc2)c(Br)c1
    0.0%, 0%, -19%, 12%, 15%, 3%, -45%
CCCNC(=S)N1CC2(C)CN(C(=O)C(=O)OCC)CC(C)(C1)C2=O
    -4.8%, 12%, -11%[9.22 µM], -6%, -2%, -1%, -10%
CCN(CC)S(=O)(=O)c1ccc(N2CCCC2)c(NC(=O)CC(C)(C)C)c1
    -0.1%, 3%, 10%[9.22 µM], 12%, ·, ·, -27%
C=CCNC(=O)CN1CCC(O)(c2ccccc2)CC1
    1.0%, 2%, 1%, 9%, 1%[38.3 µM], -1%, 2%[46.1 µM]
COc1cc(/C=N/Nc2nc3ccccc3o2)cc(OC)c1O
    0.0%, -3%, 9%, ·, 44%[activator][38.3 µM], -1%, -7%[46.1 µM]
Cc1ccc(C)c(OCCn2cc(/C=C(\C#N)C(=O)NCC3CCCO3)c3ccccc32)c1 (configuration not stated)
    0.0%, 4%, -7%, -10%, 6%, -4%, -32%
CC1(C)CC(NCCC(c2ccccc2)c2ccco2)CCO1 (configuration not stated)
    1.1%, 2%, -20%[9.22 µM], -14%, ·, ·, 7%
CC(=O)N1C(=O)C(=C2C=C(C)OC(C)=C2)c2ccccc21
    13%, -15%, 5%, -9%, 9%[38.3 µM], -3%, -6%[46.1 µM]
CSc1nnc(-c2cc[n+](C)cc2)n1CCO
    6.5%, -2%, 23%, 1%, -2%, 1%, 13%
S=C1Nc2ccccc2Sc2ccc(Cl)cc21
    0.0%, -2%, -3%, -3%, -4%, -3%, 0%
COc1cc(N=C(N)N=C(N)N)cc(OC)c1
    0.0%, -2%, 29%, 3%, 3%, -2%, 10%
CNC(=O)c1cc2cc(OC)ccc2n1CCN(Cc1ccccc1)Cc1ccccc1
    0.0%, 4%, 3%, ·, 29%[38.3 µM], -6%, -19%[46.1 µM]
Cc1cc(N2CCOCC2)c(F)cc1C(=O)c1ccccc1
    0.0%, 6%, -22%, 13%, -25%[38.3 µM], 0%, -13%[46.1 µM]
COC(=O)c1cccc(COC(=O)CNC(=O)c2ccco2)c1
    -1.3%, 4%, 10%, 10%, -3%[38.3 µM], -1%, -3%[46.1 µM]
CCNC(=O)c1oc2c(c1C)C(=O)CC(C)(C)C2
    -4.1%, -1%, -2%, ·, 18%[38.3 µM], 18%, -5%[46.1 µM]
COc1ccc(C(=O)NCCCCCC(=O)N/N=C/c2ccco2)cc1OC
    0.2%, 0%, -9%, 0%, -3%, 2%, 0%
COc1ccc2nc(NC(=O)CSc3nnc(-c4ccoc4C)n3C)sc2c1
    -0.2%, -1%, -18%, 1%, 10%[38.3 µM], -7%, -2%[46.1 µM]
Cc1cc(C(=O)CN2C(=O)NC(C)(c3cccc(Br)c3)C2=O)c(C)n1Cc1ccco1 (configuration not stated)
    -0.9%, -22%, ?, -15%, -10%[38.3 µM], -2%, ?
COc1ccccc1NC(=O)NCc1ccccc1F
    -0.2%, 7%, -22%[9.22 µM], 3%, 3%, -1%, 1%
CCn1ncc(C2=NOC(C(=O)Nc3c(C)n(C)n(-c4ccccc4)c3=O)C2)c1C (configuration not stated)
    0.8%, -3%, ?, 5%, -3%[38.3 µM], 4%, -14%[46.1 µM]
CC(C)(C)NC(=O)COC(=O)c1cncc(Br)c1
    -1.1%, 0%, -7%, 4%, -16%[38.3 µM], -2%, 6%[46.1 µM]
NS(=O)(=O)c1ccc(CNC(=O)/C=C/c2cccc(Cl)c2)cc1
    1.0%, 3%, -6%, -2%, 6%, 2%, -6%[46.1 µM]
Cc1ccccc1OCc1nc(C#N)c(N2CCCC2)o1
    -1.1%, 20%, 1%[9.22 µM], ?, 7%, -2%, 53%
CCOC(=O)N1CCN(c2nc3c(c(=O)[nH]c(=O)n3C)n2Cc2ccccc2Cl)CC1
    -4.3%, 3%, 10%, 43%[activator], 2%[38.3 µM], -1%, -4%[46.1 µM]
COc1ccc(-c2cc(C(=O)OCC(=O)c3ccc(C)c([N+](=O)[O-])c3)c3ccccc3n2)cc1
    1.1%, -7%, 6%, 1%, 4%, 3%, -2%[46.1 µM]
CCSc1nc(-c2ccccc2)nc(C(Cl)Cl)n1
    1.1%, -1%, 10µM*, 14%, 0%, -1%, -33%
CC(=O)c1ccc(N2CCCCCC2)c(F)c1
    ?, 6%, 1%, 9%, 0%[38.3 µM], -1%, -7%[46.1 µM]
O=C(CSc1ncn[nH]1)N1c2ccccc2Sc2ccccc21
    -0.7%, 5%, ?, ·, ·, ·, -10%
CC(C)c1ccc(C(=O)N2CCN(c3cnn(C)c(=O)c3Cl)CC2)cc1
    -2.6%, 6%, 19%[9.22 µM], 6%, 12%, 1%, 37%
COCCN(C(=O)c1cc(OC)c(OC)c(OC)c1)c1c(N)n(Cc2ccccc2)c(=O)[nH]c1=O
    5.2%, 5%, -8%, ·, -2%, ·, 21%
Cc1cc(C)c(NC(=O)c2ccc[n+](Cc3ccc([N+](=O)[O-])cc3)c2)c(C)c1
    0.0%, 1%, 9%, 6%, 6%, -2%, 24%
CCn1c(CCCOc2ccc(Cl)cc2Cl)nnc1SCC(=O)Nc1cc(F)ccc1C
    -1.0%, 0%, -6%, -6%, 19%, 0%, -52%
Cc1ccc2nc3c(cc2c1)c(NC(=O)c1ccccn1)nn3CC(C)C
    -0.7%, ?, -11%, ·, 20%[38.3 µM], 1%, -3%[46.1 µM]
O=C(O)c1sc2cc(C(F)(F)F)cnc2c1-c1cccs1
    -1.6%, -14%, 3%, 18%, -22%, 5%, -24%
C=CCn1c(Cc2ccccc2)n[nH]c1=S
    4.2%, 8%, -8%[9.22 µM], ?, 10%, 0%, -2%
O=C(COC(=O)C12CC3CC(CC(O)(C3)C1)C2)NCCc1ccc(Cl)cc1
    0.0%, 3%, -23%, ·, 1%, 1%, 8%
O=C(Nc1ccc(/C=C/c2nc3ccccc3o2)cc1)c1ccc(F)cc1
    1.0%, -3%, 8%, -3%, -14%[38.3 µM], -1%, -15%[46.1 µM]
Cc1cc(C(=O)Cn2nc(C(=O)O)c3ccccc3c2=O)c(C)n1-c1ccccc1
    -1.9%, -12%, 18%, -4%, 6%, -5%, -5%
Cc1noc(C)c1S(=O)(=O)N1CCC(C(=O)N2CCN(c3ccccc3Cl)CC2)CC1
    0.0%, 1%, -6%, ·, 32%[38.3 µM], 3%, -19%[46.1 µM]
COc1cc(C(c2c(C)[nH][nH]c2=O)c2c(C)[nH][nH]c2=O)ccc1OC(C)C
    -2.2%, -8%, 9%, -1%, -3%, 6%, 14%
C=CCNC(=O)c1sc(-c2ccccc2)nc1C
    -2.9%, 4%, -7%, 7%, 10%, -2%, -4%
CC1Cc2ccccc2N1C(=O)c1ccc(N2CCCCC2)c([N+](=O)[O-])c1 (configuration not stated)
    -1.0%, ?, ?, ?, 9%, -1%, -34%
Cc1cc(Cl)ccc1Oc1cccc(C(=O)/C(C#N)=C/N(C)C)c1
    0.7%, 1%, 4%, ·, 17%[38.3 µM], -2%, -15%[46.1 µM]
COc1ccc(Oc2coc3cc(OC(=O)/C=C/c4ccc(F)cc4)ccc3c2=O)cc1
    0.9%, 0%, ?, 14%, ·, ·, -2%[46.1 µM]
COc1ccc(OC)c(NC(=O)C2=C(C)NC(=O)NC2c2cccs2)c1 (configuration not stated)
    -1.1%, -2%, 13%, -20%, 12%, -5%, -5%
Cc1cc(C)c2c(=O)n(CC(=O)Nc3cccc(F)c3)sc2n1
    0.1%, 10%, 22%[9.22 µM], -4%, ·, ·, -31%
O=c1[nH]c2cccc(Cl)c2n(CCNc2ncc(C(F)(F)F)cc2Cl)c1=O
    -3.1%, 1%, ?, -14%, 4%[38.3 µM], 0%, -27%[46.1 µM]
O=C(NNC(=O)C1CCCO1)c1ccccc1Cl (configuration not stated)
    0.0%, 9%, -21%, 3%, 4%[38.3 µM], -1%, 3%[46.1 µM]
CC(=O)N(c1ccc(Br)cc1)C1C=CS(=O)(=O)C1 (configuration not stated)
    -0.8%, 7%, -2%, 7%, 18%[38.3 µM], 1%, 5%[46.1 µM]
CCC(C(=O)NCc1ccco1)N(C(=O)CNS(=O)(=O)c1ccccc1)C1CCCCC1 (configuration not stated)
    0.0%, 5%, -12%, ·, 50%[activator][38.3 µM], -6%, -6%[46.1 µM]
O=C(NC(Cc1c[nH]c2ccccc12)C(=O)N/N=C/c1cccc2ccccc12)c1cccs1 (configuration not stated)
    0.0%, -18%, ?, -12%, 0%, 3%, -36%
Cc1ccc(-c2nc3ccccn3c2Nc2ccccc2)o1
    -1.1%, -22%, 32%, -9%, 3%, 3%, -7%
CCN(CC)S(=O)(=O)c1ccc(N2CCCC2)c(NC(=O)c2ccc(OC)cc2OC)c1
    -3.4%, ?, 11%, 7%, 22%, -1%, -28%
CCOC(=O)N1CCN(C(=O)CCc2nc3sc4c(c3c(=O)[nH]2)CCCC4)CC1
    3.0%, 2%, 11%[9.22 µM], 3%, ·, ·, -11%
CCN1CCN(c2nc3sc4c(c3c3ncnn23)CC(C)CC4)CC1 (configuration not stated)
    -1.6%, -1%, 7%, -2%, 7%[38.3 µM], -4%, -2%[46.1 µM]
CCOC(=O)c1ccc(Nc2c(OCC)c(=O)c2=O)cc1
    0.3%, 1%, -25%[9.22 µM], ·, ·, ·, -3%

The results go on.
Below each compound – Epigenetic reg, CBFb RUNX1 block, HTT aggregate, L3MBTL1 block, IMPase Li inh, Luc counter, NPSR antag
c1ccc(-n2nnnc2-n2ccnc2)cc1
    0.9%, 0%, 6%, 0%[11.4 µM], 26%[38.3 µM], 0%, 6%[46.1 µM]
COc1ccccc1OC1OC2COC(c3ccco3)OC2C(O)C1NC(C)=O (configuration not stated)
    -1.0%, -4%, 6%, -16%, 2%, 0%, 14%
COc1ccc(S(=O)(=O)Nc2nncs2)cc1
    -0.8%, 0%, -19%, 17%, -8%, 3%, 1%[46.1 µM]
CCCCC[C@H](O)/C=C\[C@@H]1[C@H](O)CC(=O)[C@@H]1CCCCCCC(=O)O
    -1.4%[16.9 µM], -1%[21.7 µM], 5%[20.6 µM], ·, -5%, 3%[17.1 µM], ·
Cc1cc(C)c2c(CN3CCN(CCO)CC3)cc(=O)oc2c1
    0.0%, 8%, 19%, -1%, -3%[38.3 µM], 5%, -10%[46.1 µM]

Only part of the results is shown. The share of hits here may be higher or lower than overall.
